From PubChem
GAA850 FXN act: FXN promoter activators, primary screen, cell-based, luciferase luminescence, HEK293 lucGAA850 | HEK293 lucGAA850 FXN promoter luciferase reporter, 24 h; percent of 10 µM SAHA response | activation, % at 6 µM | hit rate 0.56% among 360,000;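 active = activation above the average of all compounds screened plus 3 SD, cutoff fixed separately per campaign, cut at about 7.5% in these data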;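 note: 0% = DMSO wells and 100% = 10 µM SAHA wells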
ASAP1 inh: inhibitors of human ASAP1 ArfGAP activity, primary screen, biochemical, fluorescence polarization | Arf-GAP with SH3 domain, ANK repeat and PH domain-containing protein 1 (Homo sapiens), … | ASAP1-stimulated ARF1 GTP hydrolysis, GDP FP detection | inhibition, % at 16.5 µM | hit rate 0.19% among 360,000 | AID 624377, 2012; in the data active = inhibition above about 25%;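 note: 0% = vehicle with enzyme and substrate and 100% = no enzyme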
Target sequence (Q9ULH1 325-724 limits assumed): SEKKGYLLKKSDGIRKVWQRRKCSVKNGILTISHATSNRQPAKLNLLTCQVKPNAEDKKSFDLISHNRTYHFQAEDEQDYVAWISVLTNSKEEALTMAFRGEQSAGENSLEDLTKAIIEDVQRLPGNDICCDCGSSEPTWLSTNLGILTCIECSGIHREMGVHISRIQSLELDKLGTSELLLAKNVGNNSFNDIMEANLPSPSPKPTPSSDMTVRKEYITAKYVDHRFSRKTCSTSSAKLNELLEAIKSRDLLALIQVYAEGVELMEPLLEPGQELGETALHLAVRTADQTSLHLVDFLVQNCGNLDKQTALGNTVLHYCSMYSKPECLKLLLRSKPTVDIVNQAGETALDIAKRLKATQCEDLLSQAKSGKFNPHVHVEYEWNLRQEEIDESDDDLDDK
GC-A act: GC-A stimulated cGMP production enhancers – HEK293 GC-A cells, cGMP TR-FRET, EC30 ANP, primary screen; AID 1671463, 2021; Atrial natriuretic peptide receptor 1 (Homo sapiens), P16066; 0% at EC30 ANP, 100% saturating ANP; activation, % at 10 µM; hit rate 0.14% among 370,000; in the data active = activation above about 40%
ARFGAP1 inh: inhibitors of rat ARFGAP1 GAP activity, primary screen, biochemical, fluorescence polarization, GDP tracer; ADP-ribosylation factor GTPase-activating protein 1 (Rattus norvegicus), Q62848; inhibition, % at 16.5 µM; hit rate 0.26% among 360,000; Arfgap1-stimulated ARF1 GTP hydrolysis, GDP FP detection;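 active = inhibition above a per-plate limit, mean inhibition of low control wells plus 3 SD, cut at about 25% in these data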;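 note: 0% = DMSO wells with enzyme and 100% = wells lacking Arfgap1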
Target sequence (Q62848 1-136 limits assumed): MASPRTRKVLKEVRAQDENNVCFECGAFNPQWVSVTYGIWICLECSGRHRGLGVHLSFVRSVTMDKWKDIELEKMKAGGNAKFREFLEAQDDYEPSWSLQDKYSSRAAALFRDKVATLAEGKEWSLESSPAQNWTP
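system = rat Arfgap1 catalytic domain, aa 1-136 | technique = FP, GDP Alexa 633 tracer displaced from anti-GDP antibody, 620/688 nm | compound = one concentration, 16.5 µM, DMSO 1.26% | medium = HEPES-based buffer, pH 7.5 | timing = compound-enzyme preincubation 20 min, reaction 120 min, detection 60 min, 25 °C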
NPR2 activator: human GC-B receptor activators, primary screen, HEK293 GC-B cells, cGMP TR-FRET, EC30 CNP | Atrial natriuretic peptide receptor 2 (Homo sapiens), P20594 | 0% at EC30 CNP, 100% saturating CNP | activation, % at 10 µM | hit rate 0.11% among 370,000 | AID 1920062, 2024;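 active = activation at 10 µM reaching about 35% in either raw or pattern-adjusted values, limit read from the data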
proKLK7 act: proKLK7 zymogen activators, primary screen, biochemical, fluorescence intensity; Kallikrein-7 (Homo sapiens), P49862; activation, % at 7 µM; purified proKLK7, EDANS-DABCYL substrate fluorescence; 100% is mature enzyme control, 0% vehicle; AID 652039, 2013; hit rate 0.9% among 370,000;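 active = activation above the mean of all tested compounds plus 3 SD, computed per campaign excluding outliers beyond control limits, cut at about 13% in these data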
ADAM10 inh: human ADAM10 inhibitors, primary screen, biochemical, QFRET, HTS | Disintegrin and metalloproteinase domain-containing protein 10 (Homo sapiens), O14672 | hit rate 0.62% among 370,000 | recombinant ADAM10, EDANS/DABCYL FRET peptide cleavage, 3 h | inhibition, % at 7 µM | AID 720582, 2013;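 active = inhibition above a per-campaign cutoff equal to the mean of compounds falling between control-based bounds plus 3 SD, cut at about 20% in these data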;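 note: 0% = DMSO wells while the 100% control is not disclosed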
Target sequence (O14672 214-748 limits assumed): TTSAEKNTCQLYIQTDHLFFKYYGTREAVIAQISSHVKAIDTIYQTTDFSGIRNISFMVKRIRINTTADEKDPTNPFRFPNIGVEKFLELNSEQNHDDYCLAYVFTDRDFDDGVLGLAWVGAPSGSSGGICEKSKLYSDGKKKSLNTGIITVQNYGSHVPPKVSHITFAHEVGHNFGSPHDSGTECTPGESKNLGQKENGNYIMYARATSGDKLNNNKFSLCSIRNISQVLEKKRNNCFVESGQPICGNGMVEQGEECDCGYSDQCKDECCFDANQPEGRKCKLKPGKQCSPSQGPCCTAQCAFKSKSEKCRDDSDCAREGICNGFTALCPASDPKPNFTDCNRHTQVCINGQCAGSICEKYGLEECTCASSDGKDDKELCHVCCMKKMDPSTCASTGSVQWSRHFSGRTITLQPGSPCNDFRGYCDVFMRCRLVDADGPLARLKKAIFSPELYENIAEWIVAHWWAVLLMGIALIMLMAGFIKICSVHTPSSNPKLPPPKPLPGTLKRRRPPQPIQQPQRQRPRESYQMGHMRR
rCAG RNA binder: binders of r(CAG) RNA repeats, primary screen, biochemical, fluorescence; r(CAG) RNA repeat, TO-PRO-1 dye displacement fluorescence; inhibition, % at 3 µM; hit rate 1.3% among 370,000;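 active = inhibition above the plate cutoff, the mean of all test compounds on that plate plus 3 SD, cut at about 35% in these data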;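 note: 0% = DMSO alone and 100% = 100 µM mitoxantrone as full dye displacement; higher means more dye released from RNA so lower well fluorescence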
DDE Tn6 FP inh: inhibitors of Tn6 peptide binding to fibrin DD(E), primary screen, biochemical, fluorescence polarization, human fibrin, Tn6 probe. Fibrinogen beta chain (Homo sapiens), P02675. Fibrin DD(E) TRITC-Tn6 fluorescence polarization displacement. inhibition, % at 8.3 µM. hit rate 0.21% among 370,000. AID 720509, 2013;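 active = inhibition above a per-campaign cutoff: mean of compounds within control limits plus 3 SD, cut at about 15% in these data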;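 note: 0% = median of all compound wells on the plate and 100% = blocking peptide control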
sPLA2-III inh: human group III sPLA2 inhibitors, primary screen, biochemical, QFRET, BODIPY PC-A2 liposome substrate; Group 3 secretory phospholipase A2 (Homo sapiens), Q9NZ20; QFRET BODIPY PC-A2 liposome hydrolysis, fluorescence; inhibition, % at 12.2 µM; hit rate 0.56% among 370,000;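 active = inhibition above mean plus 3 SD of compounds lying within the high and low control bounds, cut at about 19% in these data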;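 note: 0% = median of test compound wells and 100% = no enzyme DMSO wells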
The depositor's hits bear a star; . = not tested or not shown.

Preview:
SMILES | GAA850 FXN act | ASAP1 inh | GC-A act | ARFGAP1 inh | NPR2 activator | proKLK7 act | ADAM10 inh | rCAG RNA binder | DDE Tn6 FP inh | sPLA2-III inh
OC[C@@H]1CN(Cc2ccc(F)cc2)C[C@H](n2cnc3c(NC4CCCC4)ncnc32)O1 | -0.8 | 3.1 | 1.1 | -6.4 | 7.9 | -0.7 | 1.6 | 2.2 | -0.6 | -5.3
CCOC(=O)c1cc(-c2ccc3c(c2)OCCO3)n[nH]1 | 4.5 | 5.5 | 0.7 | -7.8 | 3.0 | 0.6 | -2.2 | -2.3 | 3.1 | -8.3

The list itself, previewed entries included:
SMILES | GAA850 FXN act | ASAP1 inh | GC-A act | ARFGAP1 inh | NPR2 activator | proKLK7 act | ADAM10 inh | rCAG RNA binder | DDE Tn6 FP inh | sPLA2-III inh
OC[C@@H]1CN(Cc2ccc(F)cc2)C[C@H](n2cnc3c(NC4CCCC4)ncnc32)O1 | -0.8 | 3.1 | 1.1 | -6.4 | 7.9 | -0.7 | 1.6 | 2.2 | -0.6 | -5.3
CCOC(=O)c1cc(-c2ccc3c(c2)OCCO3)n[nH]1 | 4.5 | 5.5 | 0.7 | -7.8 | 3.0 | 0.6 | -2.2 | -2.3 | 3.1 | -8.3
CCN(CC)CCNC(=O)c1ccc(NC(=O)c2ccc(S(=O)(=O)N3CCCCCC3)cc2)cc1 | 2.0 | -10.9 | -0.3 | 10.8 | 2.5 | 1.4 | 2.6 | 3.6 | -7.9 | -22.2
CC(C)CC(=O)Nc1ccc(N2CCN(S(C)(=O)=O)CC2)cc1 | 2.0 | -1.9 | -0.4 | -8.8 | -0.1 | -0.5 | -5.1 | -1.6 | 5.4 | -0.9
CCOC(=O)c1c(NC(=O)Cn2cnc3scc(-c4ccc(C)cc4)c3c2=O)sc(C)c1C | 1.2 | -0.1 | -7.7 | -8.3 | -4.6 | 0.0 | 10.4 | 17.2 | -8.8 | -20.6
Cc1noc(C)c1COc1ccc(C(=O)NNC(=O)c2ccccc2O)cc1 | -1.9 | 0.1 | 2.6 | 0.0 | 1.3 | 0.2 | 1.4 | 2.4 | -6.1 | 9.6
Cc1ccccc1CC(=O)N1CC(C)OC(C)C1 (stereo not drawn) | 2.9 | -11.2 | 2.9 | 3.2 | 1.2 | 0.6 | 11.4 | -3.9 | 7.9 | 15.0
O=C(NCc1nnnn1-c1cccc(F)c1)c1ccc(S(=O)(=O)N2CCOCC2)cc1 | -2.2 | -6.4 | 0.4 | 3.7 | 2.6 | 0.2 | 2.1 | 6.6 | -6.6 | -9.6
CN1CCN(C(=O)c2ccc(NC(=O)c3ccc(Br)o3)cc2)CC1 | . | -4.1 | -0.6 | -6.3 | 4.8 | 0.2 | -14.2 | 3.3 | 1.2 | 0.7
Cc1ccc(C)c(SCC(=O)OC/C(O)=C(\C#N)c2nc3ccccc3[nH]2)c1 | 4.1 | 10.0 | 0.2 | -1.3 | 0.3 | -0.9 | -67.7 | 25.9 | -10.1 | -6.5
COc1ccc(OC)c(NC(=O)c2cccnc2Sc2ccccc2)c1 | 2.0 | 3.6 | 3.7 | -1.4 | 3.3 | 0.3 | 1.2 | 0.7 | -2.0 | -0.6
Cc1cccc(C(=O)O[C@@H]2[C@H](Cc3ccccc3)NS(=O)(=O)[C@H]3C[C@@H]4C=C[C@]23O4)c1 | 0.2 | -5.3 | 0.6 | -2.5 | 6.1 | -0.1 | 8.3 | 9.6 | 11.2 | -8.3
CC(=O)NC(=S)Nc1ccc(NC(=O)c2cccnc2)cc1 | -1.5 | -1.9 | 5.7 | 4.7 | -1.7 | -0.1 | -1.3 | -2.7 | -0.7 | 2.6
CCOC(=O)c1[nH]c2ccc(OC)cc2c1NC(=O)NC(C)C | -0.5 | 4.5 | -1.6 | 4.8 | 7.8 | 6.1 | -115.8 | -3.9 | 6.5 | -2.1
CC(C)c1ccc2oc(-c3ccc(NC(=O)c4ncn[nH]4)cc3)nc2c1 | . | 2.4 | -6.2 | 11.8 | -2.5 | -0.5 | -35.5 | 10.0 | 8.1 | -34.8
Cc1ccc(NC(=O)Cn2nc(C(=O)Nc3ccc(C)cc3)ccc2=O)cc1 | 0.0 | 8.6 | -0.9 | 0.7 | -0.7 | 1.4 | -4.2 | 13.1 | -0.1 | 0.2
COc1ccccc1OCC(=O)NNC(=O)C(=O)N1CCCC1 | -1.0 | -5.0 | -2.8 | 2.6 | -2.3 | 0.0 | -3.9 | -1.0 | -2.7 | 9.1
COCCn1c(SCC(=O)Nc2cc(OC)ccc2OC)nc2c(c1=O)SC(C)C2 (stereo not drawn) | 1.1 | 9.4 | -2.0 | 19.8 | 0.2 | 0.3 | -13.8 | 0.8 | -10.2 | 20.3*
COC(=O)c1ccc2nc(-c3ccc(OC)c(OC)c3)c(Cc3cccc(F)c3)n2c1 | . | 5.2 | 25.9 | 4.6 | 34.5 | -49.8 | -164.6 | 6.9 | 8.5 | -8.8
O=C(NNC(=O)c1ccc(-n2cncn2)c([N+](=O)[O-])c1)c1cccc(Cl)c1 | -0.9 | -1.2 | 0.1 | 4.8 | 1.7 | 0.3 | 0.9 | 4.0 | 5.7 | -3.6
CN(CC(=O)Nc1ccccc1Cl)C(=O)CSc1ncc(C(F)(F)F)cc1Cl | 1.9 | -0.4 | -0.1 | 2.1 | -2.1 | 1.2 | 5.1 | -4.6 | 3.6 | -7.0
CCCCN1CC(C(=O)NC2CCCCC2)CC1=O (stereo not drawn) | -0.1 | 6.5 | 4.9 | 6.8 | -1.4 | 0.2 | 7.3 | -0.3 | 5.0 | 6.1
COc1cc(/C=C(\C#N)C(=O)Nc2ccccc2)ccc1OCCN1CCOCC1 | 4.1 | 7.8 | 5.6 | 15.8 | 4.5 | -0.4 | -3.3 | 0.4 | 2.1 | -23.3
Cc1cc(C)n2c(Nc3c(C)cccc3C)c(-c3ccccn3)nc2n1 | . | 5.8 | -2.1 | -3.0 | 0.0 | 0.2 | -11.3 | 0.5 | 16.1* | 1.5
CCCC(=O)Nc1ccc(S(=O)(=O)Nc2nccs2)cc1 | 1.7 | 3.2 | -2.2 | 15.0 | 6.3 | -0.8 | 0.5 | 1.4 | -5.3 | -8.1
COc1ccc(-c2noc(CCC(=O)Nc3ccc4c(c3)OCCO4)n2)cc1 | -2.4 | 4.2 | 4.8 | 8.5 | 0.7 | 0.1 | 7.9 | -4.0 | -0.6 | -17.6
O=C(Nc1ccccc1N1CCOCC1)c1ccc2c(c1)OCCO2 | 0.4 | 0.9 | -0.1 | -8.6 | 1.3 | -0.3 | 2.4 | -7.4 | -5.9 | 6.7
NNC(=O)Cc1cc(=O)[nH][nH]1 | 0.4 | 9.4 | 0.2 | 3.6 | 2.9 | -0.1 | -1.7 | 2.3 | 1.0 | 6.8
CCCCCNC(=O)c1ccc2c(=O)n(CCCOCC)c(=S)[nH]c2c1 | -0.1 | -4.3 | -2.3 | 2.3 | -7.5 | -1.2 | -0.9 | -1.8 | -0.6 | -1.2
CCOC(=O)N1CCN(C(=O)C[C@H]2C(=O)N(CCCOC)C3=CCCCC[C@]32C(=O)OC)CC1 | . | . | 1.2 | . | -0.5 | -0.3 | -0.6 | 3.5 | -4.0 | 3.1
C[N+]1(C2CCC3CCCC2C3O)CCCC1 (stereo not drawn) | -1.1 | -5.8 | -0.2 | -4.6 | 2.9 | 0.1 | -5.8 | -1.2 | 4.0 | 12.8
Cc1ccc(S(=O)(=O)N2CCN(C(=O)CCn3cncn3)CC2)cc1 | 2.0 | -3.0 | 3.1 | -5.5 | -0.7 | 0.9 | 2.5 | 1.2 | 0.3 | -6.9
COc1ccc2cc(-c3[nH]ncc3CN3CCCN(c4ccccc4)CC3)ccc2c1 | 3.0 | 0.8 | -8.9 | 4.2 | -8.6 | -1.5 | 15.8 | 7.8 | -6.5 | -12.3
COc1ccc(CNC(=O)c2cnc3n(c2=O)CCS3)cc1 | -0.1 | -9.7 | 1.5 | -9.6 | -5.5 | -0.4 | 6.0 | 1.6 | 0.4 | -4.1
COc1ccc(Nc2nc(N)nc(CN3CCN(c4ccccn4)CC3)n2)cc1 | 2.0 | -2.3 | 2.6 | -2.0 | 4.0 | -0.1 | -7.2 | -3.5 | 1.5 | 6.9
COCc1[nH][nH]c(=O)c1C=Nc1ccc(Oc2ccccc2)cc1 | -1.5 | 5.6 | -0.9 | 16.1 | 1.7 | 0.4 | 7.8 | -3.0 | -4.4 | 3.7
Cc1ccc(C)c(C(=O)N(C)CC(=O)Nc2ccccc2C(F)(F)F)c1 | 1.6 | 9.3 | -1.8 | 0.8 | -1.3 | -0.3 | 1.7 | -7.0 | -3.5 | 3.0
C[C@H](O)CNC(=O)c1[nH]cnc1C(=O)N[C@@H](C)c1ccccc1 | 0.3 | 7.7 | 2.8 | 5.1 | 2.4 | 0.3 | -10.9 | 0.9 | -0.1 | -1.6
CCN(C[C@H]1N[C@@](CC)(C(=O)OC)[C@H]2C(=O)N(Cc3ccccc3)C(=O)[C@@H]12)C(=O)COc1ccccc1 | 8.0* | 19.7 | -5.2 | -8.6 | 1.2 | 0.8 | -19.2 | -2.4 | 2.2 | 8.7
CC12CCC(C(N)=O)(C1Br)C2(C)C (stereo not drawn) | 1.5 | -4.1 | -4.6 | -16.6 | -1.0 | 0.6 | 4.4 | 1.9 | -6.8 | 13.6
COc1ccc(OC)c(NC(=O)Nc2cccc(Cn3cccn3)c2)c1 | -2.2 | 9.7 | 3.5 | 0.8 | 1.0 | 0.4 | 3.9 | 2.8 | -0.6 | -6.7
Cc1cc(C)nc(/N=C(\N)Nc2ccc3c(c2)OCCO3)n1 | -3.1 | 2.6 | -1.4 | 0.3 | -2.5 | -0.4 | -9.8 | 15.9 | -0.6 | 9.5
C=CCOc1ccc(/C(O)=C2/C(=O)C(=O)N(CCN3CCOCC3)C2c2ccc(C)cc2)cc1 (stereo not drawn) | -0.6 | 7.8 | 0.7 | -0.8 | 4.3 | 0.0 | -3.8 | 9.8 | 4.7 | 1.4
COc1cccc(C(O)c2nc(-c3cccc(NC(C)=O)c3)cs2)c1 (stereo not drawn) | -0.9 | -8.1 | -2.2 | -4.6 | -0.2 | -0.3 | 3.2 | 2.6 | 5.9 | -9.3
CC(C)(C)OC(=O)N1CCCN(C(c2ccnc3ccccc23)c2nnnn2-c2ccc3c(c2)OCCO3)CC1 (stereo not drawn) | . | 6.5 | -7.0 | 19.4 | -6.3 | 0.6 | -5.2 | 6.6 | -4.7 | 1.6
